Screening data (PubChem BioAssay)
mcGAS MS inh: inhibitors of mouse cGAS. Q8C6L5. recombinant mouse cGAS, cGAMP by RapidFire MS. inhibition, % at 12.5 µM. 130,000 tested, 0.18% active. AID 1259397;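 active means inhibition of cGAS enzyme activity at or above 60%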;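 further: enzyme stimulated by 45 bp dsDNA with ATP and GTP substrates; cGAMP share of summed cGAMP plus half ATP and half GTP signals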
Target sequence (Q8C6L5 whole entry, looked up): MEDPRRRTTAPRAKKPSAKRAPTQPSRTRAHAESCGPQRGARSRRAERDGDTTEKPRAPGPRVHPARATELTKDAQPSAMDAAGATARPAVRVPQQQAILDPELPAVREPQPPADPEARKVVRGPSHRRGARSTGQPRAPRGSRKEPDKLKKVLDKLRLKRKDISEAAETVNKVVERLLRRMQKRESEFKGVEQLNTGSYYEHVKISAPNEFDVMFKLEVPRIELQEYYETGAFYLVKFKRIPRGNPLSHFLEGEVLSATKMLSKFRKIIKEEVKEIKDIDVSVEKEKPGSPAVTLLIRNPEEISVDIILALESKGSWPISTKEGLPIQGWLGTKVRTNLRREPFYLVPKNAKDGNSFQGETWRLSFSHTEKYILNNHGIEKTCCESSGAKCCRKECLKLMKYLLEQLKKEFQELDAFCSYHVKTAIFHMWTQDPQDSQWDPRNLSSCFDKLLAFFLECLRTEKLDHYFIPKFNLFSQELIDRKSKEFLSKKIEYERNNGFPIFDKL
Starred values were filed as active, the others as inactive; & = joins results of further samples. Not all compounds are listed, so the mix of outcomes need not match the whole.

Sample of the layout (27 entries):
SMILES | mcGAS MS inh
CCOC(=O)CNC(=O)CN1CC1C(=O)OCC (stereo not drawn) | -5
CCOC(=O)c1cncn1[C@@H](C)c1ccccc1 | -5
CNC(=O)Cc1noc(CN2CC=C(c3ccc(O)cc3)CC2)n1 | -25
CCN(CCc1ccccc1)Cc1nnsc1Cl | -10
N#Cc1ccc(N2CCCC(CS(N)(=O)=O)C2)cc1Cl (stereo not drawn) | 10
Cc1ccc2nc(N3CCNCC3)sc2c1 | 1
O=C1CSC(c2ccccc2Cl)c2cc(Cl)ccc2N1 (stereo not drawn) | -13
O=C(Cc1ccccc1)N1CCN(C(C(=O)N2CCOCC2)C2CCCC2)CC1 (stereo not drawn) | -6
Cc1ccc2c(c1)c(=O)c1c3n2CNCC3CC1 (stereo not drawn) | -5
NC(=O)c1cc(CBr)on1 | 13
Cc1ccc(OC(=O)N(C)C)c(CN(C)C)c1 | -5
Cc1nn(-c2ccccc2)c(C)c1P(C)(=S)c1ccccc1 (stereo not drawn) | -2
Cc1ccc(F)c(C2NCCc3[nH]cnc32)c1 (stereo not drawn) | -32
O=C(CC1CCOCC1)N1[C@H]2CCNC[C@@H]1CC2 | -5
COc1cc(C(=O)N2CCC3(CCN(C)C3)CC2)nc(OC)n1 | -12
Cc1cc(NC(=O)c2cc3cccnc3n(Cc3ccccc3F)c2=O)ccc1Br | -11
CN1CCC2(CC1)NCCc1[nH]cnc12 | -37
N#Cc1ccccc1NC(=O)c1cccn(Cc2cccc(C(F)(F)F)c2)c1=O | -8
COc1cccc([C@@H]2CN(S(=O)(=O)C3CC3)[C@@H]3C4CCN(CC4)[C@@H]32)c1 | -37
Cc1ccc(C2(CN3C[C@@H]4C[C@@H](C3)c3cccc(=O)n3C4)CCNCC2)nc1 | -11
CC(N)C(O)c1ccc(Br)cc1 (stereo not drawn) | -6
CC(=O)c1cccc(NC(=O)c2cccn(Cc3ccccc3Cl)c2=O)c1 | -7
CN(C)c1ncc(CN2CCC3(CCNCC3)C2)cn1 | -6
O=C(Nc1ccc(F)c([N+](=O)[O-])c1)c1cccn(Cc2cccc(C(F)(F)F)c2)c1=O | -5
Oc1ccc2c3c1OC1C(O)CC[C@@]4(O)[C@@H](C2)N(CC2CCC2)CC[C@]314 (stereo partly drawn) | 2
O=P(NC1CCCCC1)(NC1CCCCC1)Oc1ccccc1 | 1
Nc1ccc2c(c1)C13CCN4CC5=CCOC6CC(=O)N2C1C6C5CC43 (stereo not drawn) | 2

The whole of this part (from the top)
SMILES | mcGAS MS inh
CCOC(=O)CNC(=O)CN1CC1C(=O)OCC (stereo not drawn) | -5
CCOC(=O)c1cncn1[C@@H](C)c1ccccc1 | -5
CNC(=O)Cc1noc(CN2CC=C(c3ccc(O)cc3)CC2)n1 | -25
CCN(CCc1ccccc1)Cc1nnsc1Cl | -10
N#Cc1ccc(N2CCCC(CS(N)(=O)=O)C2)cc1Cl (stereo not drawn) | 10
Cc1ccc2nc(N3CCNCC3)sc2c1 | 1
O=C1CSC(c2ccccc2Cl)c2cc(Cl)ccc2N1 (stereo not drawn) | -13
O=C(Cc1ccccc1)N1CCN(C(C(=O)N2CCOCC2)C2CCCC2)CC1 (stereo not drawn) | -6
Cc1ccc2c(c1)c(=O)c1c3n2CNCC3CC1 (stereo not drawn) | -5
NC(=O)c1cc(CBr)on1 | 13
Cc1ccc(OC(=O)N(C)C)c(CN(C)C)c1 | -5
Cc1nn(-c2ccccc2)c(C)c1P(C)(=S)c1ccccc1 (stereo not drawn) | -2
Cc1ccc(F)c(C2NCCc3[nH]cnc32)c1 (stereo not drawn) | -32
O=C(CC1CCOCC1)N1[C@H]2CCNC[C@@H]1CC2 | -5
COc1cc(C(=O)N2CCC3(CCN(C)C3)CC2)nc(OC)n1 | -12
Cc1cc(NC(=O)c2cc3cccnc3n(Cc3ccccc3F)c2=O)ccc1Br | -11
CN1CCC2(CC1)NCCc1[nH]cnc12 | -37
N#Cc1ccccc1NC(=O)c1cccn(Cc2cccc(C(F)(F)F)c2)c1=O | -8
COc1cccc([C@@H]2CN(S(=O)(=O)C3CC3)[C@@H]3C4CCN(CC4)[C@@H]32)c1 | -37
Cc1ccc(C2(CN3C[C@@H]4C[C@@H](C3)c3cccc(=O)n3C4)CCNCC2)nc1 | -11
CC(N)C(O)c1ccc(Br)cc1 (stereo not drawn) | -6
CC(=O)c1cccc(NC(=O)c2cccn(Cc3ccccc3Cl)c2=O)c1 | -7
CN(C)c1ncc(CN2CCC3(CCNCC3)C2)cn1 | -6
O=C(Nc1ccc(F)c([N+](=O)[O-])c1)c1cccn(Cc2cccc(C(F)(F)F)c2)c1=O | -5
Oc1ccc2c3c1OC1C(O)CC[C@@]4(O)[C@@H](C2)N(CC2CCC2)CC[C@]314 (stereo partly drawn) | 2
O=P(NC1CCCCC1)(NC1CCCCC1)Oc1ccccc1 | 1
Nc1ccc2c(c1)C13CCN4CC5=CCOC6CC(=O)N2C1C6C5CC43 (stereo not drawn) | 2
O[C@@H]1CCCC[C@H]1N1CCC(c2ccccc2)CC1 | -4
C[C@]12CCC(=O)C[C@@H]1CC[C@@H]1[C@@H]2CC[C@@]2(C)[C@H]1CC[C@]2(C)O | 7
O=C(O)Cc1csc(Cc2ccccn2)n1 | -1
COc1cc2c(cc1OC)[C@@H]1C(=O)c3ccc(OC)c(CC=C(C)C)c3O[C@@H]1CO2 | -2
CCCN1C2CCC1CC(C(=O)N(CCC(=O)OC)C(C)C)C2 (stereo not drawn) | -4
CCCCP(=S)(c1ccccn1)c1ccccn1 | 23&48
Cc1nc(CC(=O)N(C)C2CCCN(CCCc3ccccc3)C2)cs1 (stereo not drawn) | -7
CCc1nn2c(=O)cc(N3CCNCC3)nc2s1 | -21
CN1CC2(CCCN(Cc3cc(-c4ccccn4)no3)C2)OC1=O (stereo not drawn) | -22
Cc1nonc1CC(=O)N1CCCC(N2CCN(Cc3ccc4c(c3)OCO4)CC2)C1 (stereo not drawn) | -2
CN1C(=C2C=NN(c3ccccc3)P2(=S)N2CCOCC2)C(C)(C)c2ccccc21 (stereo not drawn) | 49
NC1CCCCC1c1ccc(C(F)(F)F)cc1 (stereo not drawn) | 1
Cc1cc(C2C[C@H]3CC[C@@H](C2)N3Cc2cc3n(n2)CCNC3)ccc1F (stereo partly drawn) | -17

Molecules above that have a cyano group:
SMILES | mcGAS MS inh
N#Cc1ccc(N2CCCC(CS(N)(=O)=O)C2)cc1Cl (stereo not drawn) | 10
N#Cc1ccccc1NC(=O)c1cccn(Cc2cccc(C(F)(F)F)c2)c1=O | -8

Next part:
SMILES | mcGAS MS inh
Cc1cc(C)n2ncc(CN3CCCC4(CCNC4)C3)c2n1 (stereo not drawn) | -8
NP(=O)(OCC(F)(F)F)Oc1ccccc1 (stereo not drawn) | -6
NC1C[C@H]1c1ccccc1 (stereo partly drawn) | -2
N#Cc1ccc(NCC2CSCCS2)cc1Cl (stereo not drawn) | 14
FC(F)(F)CCN1CCC2(CCNCC2)C1 | -5
Cc1nnc(NC(=O)c2cccn(Cc3cccc(C(F)(F)F)c3)c2=O)s1 | -6
O=C(CN1CCCN(c2cncc(F)c2)CC1)N1CCCC1 | 0
Cc1ccsc1C(=O)C1CCCN(C2CCSCC2)C1 (stereo not drawn) | -13
CC1=CC(C)C2(C#N)C(=N)OC1(C)C2(C#N)C#N (stereo not drawn) | -37
O=C(c1ncccc1O)N1CCC2(CC1)NCCNC2=O | 1
Cc1cnc2c(C(=O)N3C[C@@H]4CN(C)C[C@]4(C(=O)O)C3)cnn2c1 | -8
COc1ccc2n[nH]c(CN3CC[C@H](CO)[C@H](O)C3)c2c1 | -3
COP(=O)(OC)OC=C(Cl)Cl | -3
O=C1NCC2(CCCN(Cc3cc(=O)n4cccc(O)c4n3)C2)O1 (stereo not drawn) | -12
O=C(O)COc1ccccc1 | 7
CCOc1ccnc(N2CCN3CCCC3C2)n1 (stereo not drawn) | -16
CCN1CCN(c2ncnc3c2nnn3CC)CC1 | -10
CC1(C)C(C(=O)N2CCCC2)C1(C)C | -3
C=CCC1(NCCc2ccccc2)CCCCC1 | -1
FC(F)(F)c1ccccc1C1=CCNCC1 | -11
Fc1cccc(F)c1CCNCc1cc(Br)c2c(c1)OCCCO2 | -8
CC(N)Cc1c(Cl)cccc1Cl (stereo not drawn) | -34
CC(C(N)=O)N1CCC2CCCCC2C1 (stereo not drawn) | -5
